From PubChem BioAssay
TNAP activation fold = human TNAP enzyme activators, primary screen, biochemical, luminescent, no phosphate acceptor, uHTS (AID 1001); Alkaline phosphatase, tissue-nonspecific isozyme (Homo sapiens); purified TNAP, luminescent activation assay, no phosphate acceptor; higher activation fold means a stronger effect; one-dose activation fold at 20 µM; EC50 in µM for titrated hits; actives 0.03% (n = 200,000); in the data active means activation fold from about 3, or a potency from the dose series; inactive means the rest, 99 in 100 with activation fold below about 1.6; further: many of its hits are not listed in these tables
SIAH1 antagonists = Siah-1 peptide-binding antagonists, primary screen, biochemical, fluorescence polarization, rhodamine-plectin, uHTS (AID 1817); E3 ubiquitin-protein ligase SIAH1 (Homo sapiens); Siah-1 / rhodamine-plectin peptide fluorescence polarization; higher % means a stronger effect; displacement, % at 20 µM, or IC50 in µM where a hit was titrated; actives 0.02% (n = 290,000);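 active means displacement of at least 50% at 20 µM, with a fluorescence ratio check between 0.3 and a set limit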;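 further: plate controls were Siah plus tracer with DMSO for no effect and tracer alone without Siah for full effect; strong numbers were not always called active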
XIAP antagonists = XIAP antagonists, biochemical, IAP family, fluorescence polarization (AID 1018); actives 0.007% (n = 200,000); XIAP BIR domain, fluorescence polarization peptide displacement; higher % means a stronger effect; displacement, % at 20 µM, or IC50 in µM where a hit was titrated; in the data active means displacement above about 50%; further: a part of the inactive calls stands beside numbers as strong as those of hits
Myeloid diff MLP = induction of myeloid progenitor differentiation, primary screen, cell-based, flow cytometry, MLPCN library; ER-HoxA9 myeloid progenitors, lysozyme-GFP differentiation; actives 1% (n = 360,000); calls only at 10 µM; AID 624256, 2012;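 active means normalized GFP-positive differentiation at or above the plate's own cutoff, the solvent-only control mean plus 3 SD; inconclusive means no clear call, values can overlap the other calls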;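 further: cells exposed to compound for four days before flow analysis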
PMI inhibition = human PMI inhibitors, high substrate, primary screen, biochemical, fluorescence intensity, high mannose 6-phosphate (AID 1220) | actives 0.66% (n = 190,000) | one-dose inhibition, % at 20 µM; IC50 in µM for titrated hits | Mannose-6-phosphate isomerase (Homo sapiens) | recombinant PMI enzyme, coupled fluorescence intensity; higher % means a stronger effect
PhoP inhibition = inhibitors of PhoP regulon expression, primary screen, Salmonella Typhimurium, GFP reporter (AID 1863); inhibition, % at 50 µM; hits with a dose series show IC50 in µM; actives 0.16% (n = 300,000); S. Typhimurium PhoP-regulated promoter GFP reporter, 4 h; higher % means a stronger effect;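 active means inhibition over 29.93%, a cutoff 3 SD above the screen mean, later confirmed by dose response; inconclusive means inhibition over 29.93% but no dose response follow-up; inactive means inhibition at most 29.93% or unconfirmed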;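 further: 0% = low Mg2+ inducing control and 100% = high Mg2+ repressing control; strong numbers were not always called active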
RSV antiviral HEp-2 = RSV antiviral activity via CPE protection, HEp-2 cells, primary 10 µM value included (AID 2391) | actives 0.13% (n = 310,000) | CPE inhibition, % at 10 µM; hits with a dose series show IC50 in µM | HEp-2 cells, RSV-induced CPE inhibition; higher % means a stronger effect; in the data active means a potency from the dose series; inconclusive means CPE inhibition mostly from about 23% at the one dose, without a potency; inactive means the rest, 99 in 100 with CPE inhibition below about 21%; further: strong numbers were not always called active
WT yeast gro inh = growth inhibition of WT strain, primary screen, mitochondrial fusion inhibitor project, WT and mutant strains, chemical genetic; mitochondrial fusion phenotypic screen; inhibition, % at 10 µM; actives 2.1% (n = 190,000); AID 1362, 2008; in the data active means inhibition above about 58%; tested in S. cerevisiae
PMI inhibitors = inhibitors of human PMI, primary screen, biochemical, fluorescence intensity, coupled assay (AID 1209); actives 0.42% (n = 190,000); purified PMI enzyme, coupled fluorescence intensity; higher % means a stronger effect; one-dose inhibition, % at 20 µM; IC50 in µM for titrated hits; Mannose-6-phosphate isomerase (Homo sapiens);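 further: plate controls were DMSO vehicle for no effect and wells lacking substrate for full effect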
WT yeast gro inh mutant strain = second read-out of WT yeast gro inh, no call of its own (marks repeat the call); inhibition, %; mitochondrial fusion phenotypic screen, mutant strain inhibition
Myeloid diff MLP GFP+ MAC1+ % = also measured in Myeloid diff MLP; calls as there; GFP+ MAC1+ double positive, %; measured here: differentiation confirmed by MAC1 staining
* = called active by the depositor; i = inactive; u = inconclusive; x = not tested or not shown; + = active, no number. Unless noted, no stated cut-off is given here; in the data, active means inhibition above about 50%; inactive means the rest. The order is random; about 3.1% have a hit in one of these screens.

SMILES	TNAP activation fold	SIAH1 antagonists	XIAP antagonists	Myeloid diff MLP	Myeloid diff MLP GFP+ MAC1+ %	PMI inhibition	PhoP inhibition	RSV antiviral HEp-2	WT yeast gro inh	WT yeast gro inh mutant strain	PMI inhibitors
Cc1ccc(-n2c(=O)c3sccc3n(CC(=O)N3CCCC3)c2=O)cc1	1.1	0%	0.0%	i	6.2	-1%	13%	1.7%	-8	-15	1%
Cc1c(O)nc(SC2CC(=O)N(c3ccccc3)C2=O)[nH]c1=O (stereo unspecified)	1.1	0%	-9.3%	i	1.2	-4%	-1%	0.6%	2	7	-2%
CSc1ccc(S(=O)(=O)NC2CCCCC2)cc1	1.1	2%	-13%	i	6.7	8%	0%	1.3%	3	1	10%
O=C(COc1ncnc2c(Cl)cc(Cl)cc12)NC1CCCCCC1	1	-3%	-4.2%	i	3.4	10%	-11%	0.0%	-40	-17	10%
Cc1ccc(S(=O)(=O)N2CCN(C(=O)c3ccc(S(=O)(=O)N4CCCC4)cc3)CC2)cc1	x	1%	x	i	0.4	x	5%	0.2%	x	x	x
Cc1cc(N=Cc2c(O)n(-c3cccc(Cl)c3)c(=O)c3ccccc23)no1	1.1	1%	-1.3%	i	1.4	-7%	0%	2.4%	7	-3	1%
N#Cc1nc(COc2ccc(Cl)cc2Cl)oc1N1CCOCC1	1	-3%	-6.2%	i	4.7	15%	15%	-0.4%	29	5	14%
CCOC(=O)c1c(C)[nH]c(C(=O)OCC(=O)Nc2cc(C)c(Cl)cc2OC)c1C	1.1	-2%	-24%	i	0.4	-6%	-2%	2.9%	1	-9	-2%
CNC(=O)CSCc1cnn(-c2ccccc2)c1-n1cccc1	1	-2%	-0.6%	i	0.9	-16%	11%	0.1%	8	16	-16%
CCC(C)(C)NC(=O)C(c1cccs1)N(CC1CCCO1)C(=O)Cn1nnc2ccccc21 (stereo unspecified)	1.1	3%	-3.6%	i	0.6	-4%	-6%	-0.8%	5	2	-2%
CCCCn1c(=O)c(CCC(=O)OCC(=O)Nc2ccc(C)c(Cl)c2)nc2ccccc21	1.1	-3%	-1.6%	x	x	5%	-2%	2.4%	-17	-13	18%
CCN(CC(=O)NCC1CCCO1)S(=O)(=O)c1ccc2ccccc2c1 (stereo unspecified)	x	0%	x	i	1.1	x	0%	1.8%	x	x	x
Cc1cc(C(=O)NNc2c(Cl)cccc2Cl)no1	x	4%	x	i	0.2	x	-4%	0.3%	x	x	x
Nc1cc2c(cc1[N+](=O)[O-])OCCO2	0.9	-1%	-19%	i	0.7	7%	-5%	1.0%	-6	-12	16%
CCCCn1c(SCC(=O)N2c3ccccc3CCc3ccccc32)nc2c1c(=O)n(C)c(=O)n2C	1.7	27%	-1.5%	i	1.1	-6%	-9%	1.2%	-11	-2	-6%
COc1cccc(C2CC(=O)Nc3c2c(=O)[nH]c2ncnn32)c1 (stereo unspecified)	1.2	7%	-4.4%	i	1.1	4%	4%	-0.5%	-14	13	-4%
Cc1ccc(-c2cc(C(=O)O)c3ccccc3n2)c(C)c1	x	12%	x	i	0.2	x	-10%	-1.1%	x	x	x
CCOc1ccc(NC(=O)CCCNC(=O)Cn2cnc3sc(C)c(C)c3c2=O)cc1	x	0%	x	i	0.9	x	-2%	0.1%	x	x	x
COc1ccc(NC(=O)/C(=C\c2ccc(OS(=O)(=O)c3ccc(C)cc3)cc2)NC(=O)c2ccccc2)cc1	1	3%	-0.8%	i	1.3	-2%	-6%	1.0%	-32	-43	-2%
Cc1cc(C)cc(NS(=O)(=O)c2ccc(NC(=S)NC(=O)c3cccs3)cc2)c1	0.8	-3%	0.7%	i	0.6	3%	14%	14%	54	26	8%
O=C(N/N=C/c1ccc(N2CCOCC2)cc1)c1ccccc1NS(=O)(=O)c1cccs1	1.2	10%	-2.9%	i	0.2	-13%	-5%	0.5%	-6	5	-10%
Cc1cccc(NC(=O)NC2CCCc3ccccc32)c1 (stereo unspecified)	x	-6%	x	i	1.5	x	0%	2.9%	x	x	x
O=C(CSc1nnc(NC(=O)c2ccco2)s1)Nc1cccc(F)c1	x	4%	x	i	0.6	x	-6%	2.9%	x	x	x
CCOC(=O)c1cc(CC)sc1NC(=O)CN1CCN(C(=O)c2ccco2)CC1	x	-1%	x	i	0.5	x	-4%	8.6%	x	x	x
CCCSc1nc2sc3c(c2c(=O)[nH]1)CC(C)CC3 (stereo unspecified)	1	1%	-1.7%	i	0.1	-10%	2%	-1.9%	-6	3	-15%
COc1ccccc1NC(=O)c1sc2ncn(CC(=O)Nc3ccccc3)c(=O)c2c1C	x	-6%	x	u	x	x	0%	1.7%	x	x	x
Cc1ccccc1CN(C)C(C)C(=O)NCc1ccccc1 (stereo unspecified)	x	-4%	x	i	1.1	x	4%	0.1%	x	x	x
Cc1cc(C(F)(F)F)n2ncc(-c3ccc(F)cc3)c2n1	1	0%	-7.4%	i	0.2	-11%	-1%	20%	-12	7	-4%
COCC(=O)N1CCCN(c2nc3c(C)cccc3cc2C#N)CC1	0.9	-3%	-9.8%	i	1.9	-33%	2%	1.5%	14	2	-18%
CCCCOc1ccc(C(=O)Nc2ccc(N3CCN(C(=O)C(C)C)CC3)cc2)cc1	1.1	-1%	-2.1%	i	0.3	9%	0%	u	21	20	13%
NC(=O)/C(=C/c1cccnc1)NC(=O)c1ccccc1	x	2%	x	i	0.6	x	-4%	-0.3%	x	x	x
COc1ccc2nc(NC(=O)c3cc(S(=O)(=O)N4CCOCC4)ccc3C)sc2c1	1.1	-2%	-7.4%	i	1.2	4%	-9%	5.7%	15	-6	15%
CC(C)CC(=O)Nc1ncnc2c1C(=O)CC(C)(C)C2	1	-4%	-3.6%	i	1.4	-15%	7%	1.0%	-7	-7	-1%
[N-]=[N+]=NC(c1ccccc1)c1nc2ccccc2[nH]c1=O (stereo unspecified)	x	-1%	x	i	0.4	x	-6%	2.4%	x	x	x
CCCCC1=CC2=CC(=O)C(C)(OC(=O)CC)C(=O)C2=CN1c1ccc(OC)cc1 (stereo unspecified)	x	10%	x	i	3.9	x	-2%	2.2%	x	x	x
Cc1ccc(CSCc2ccc(C(=O)NCCC(C)C)o2)cc1	x	7%	x	i	0.4	x	-1%	41%	x	x	x
COc1ccc(C2C(C(=O)c3sc(C)nc3C)=C(O)C(=O)N2CCN(C)C)cc1OC (stereo unspecified)	1.1	1%	0.7%	i	1.5	-3%	4%	3.0%	-4	-12	9%
CN(c1cccc(NC(=O)c2ccccc2N(C)S(=O)(=O)c2ccccc2)c1)S(C)(=O)=O	1.1	-4%	-2.8%	i	0.1	-3%	-7%	1.7%	0	-20	-3%
O=[N+]([O-])c1ccccc1S(=O)(=O)Nc1ccn(Cc2c(F)cccc2Cl)n1	x	0%	x	i	1.0	x	3%	0.5%	x	x	x
O=C(NC1CC1)C1CC(=O)N(c2cccc(Cl)c2Cl)C1 (stereo unspecified)	x	6%	x	i	4.1	x	-3%	1.1%	x	x	x
C=CC#CC[N+]1(CC#Cc2ccccc2)CCOCC1	1.4	26%	-10%	i	0.2	10%	49%	x	-2	-13	-13%
CCOC(=O)c1cc2sccc2n1CC(=O)OC	1.1	-2%	-2.0%	i	1.6	-4%	4%	-0.6%	-14	-11	3%
COc1ccc(Cn2c(=O)[nH]c3cc(C(=O)N4CCN(c5ccccn5)CC4)ccc3c2=O)cc1	1.1	-6%	-3.2%	i	0.3	-3%	3%	2.6%	11	6	-2%
CN(c1ccccc1C(=O)N1CCN(c2ccccc2)CC1)S(C)(=O)=O	1	-1%	-6.7%	i	2.0	-8%	-7%	0.9%	-16	-3	-12%
CN1/C(=C\C(=O)c2cccc(S(=O)(=O)N3CCCCC3)c2)C(C)(C)c2ccccc21	1	0%	-7.3%	i	1.1	10%	-5%	22%	-13	3	13%
CC(C)CCN1CC(C(=O)N2CCN(c3ccc(F)cc3)CC2)CC1=O (stereo unspecified)	1.2	6%	-0.9%	i	1.2	-5%	2%	-0.7%	6	2	-4%
CCc1ccc(NC(=O)[C@@H](NC(=O)[C@@H]2Cc3ccccc3CN2)C(C)CC)cc1 (stereo partly specified)	x	-3%	x	u	x	x	1%	-0.6%	x	x	x
CCn1c(SCC(=O)N2CCCc3ccccc32)nnc1-c1cccs1	1.2	5%	4.6%	i	0.9	2%	-15%	0.9%	-4	9	6%
Cc1c(C(=O)NCCS(=O)(=O)N2CCN(c3ccccc3F)CC2)cccc1[N+](=O)[O-]	x	0%	x	i	0.0	x	-4%	4.9%	x	x	x
CCOCCCNCc1ccc(OCCC(C)C)c(OC)c1	1.2	2%	1.4%	i	0.7	-7%	-7%	-2.2%	1	18	-13%

Whole records, quoted from the list:
Record of COc1ccc(Cn2c(=O)[nH]c3cc(C(=O)N4CCN(c5ccccn5)CC4)ccc3c2=O)cc1 : TNAP activation fold = 1.1; SIAH1 antagonists = -6%; XIAP antagonists = -3.2%; Myeloid diff MLP = i; Myeloid diff MLP GFP+ MAC1+ % = 0.3; PMI inhibition = -3%; PhoP inhibition = 3%; RSV antiviral HEp-2 = 2.6%; WT yeast gro inh = 11; WT yeast gro inh mutant strain = 6; PMI inhibitors = -2%
Record of CCOC(=O)c1cc2sccc2n1CC(=O)OC : TNAP activation fold = 1.1; SIAH1 antagonists = -2%; XIAP antagonists = -2.0%; Myeloid diff MLP = i; Myeloid diff MLP GFP+ MAC1+ % = 1.6; PMI inhibition = -4%; PhoP inhibition = 4%; RSV antiviral HEp-2 = -0.6%; WT yeast gro inh = -14; WT yeast gro inh mutant strain = -11; PMI inhibitors = 3%

Remaining list, next part:
SMILES	TNAP activation fold	SIAH1 antagonists	XIAP antagonists	Myeloid diff MLP	Myeloid diff MLP GFP+ MAC1+ %	PMI inhibition	PhoP inhibition	RSV antiviral HEp-2	WT yeast gro inh	WT yeast gro inh mutant strain	PMI inhibitors
COc1ccc2nc(NC(=O)c3ccc(Br)s3)sc2c1	1.1	-2%	-7.7%	i	1.1	3%	-2%	4.7%	31	31	14%
CCCCN1C(=O)C2Cc3c([nH]c4ccccc34)CN2C1=S (stereo unspecified)	1	3%	-9.8%	+	1.1*	-31%	-3%	39%	21	20	-20%
COc1cc(OC)cc(C(=O)N[C@H](C(=O)Nc2nc(-c3ccc(OC)c(OC)c3)cs2)C(C)C)c1	x	1%	x	i	0.5	x	-3%	19%	x	x	x
Cc1cccc2c(SCC(=O)NCC3CCCO3)nc(-c3ccc(F)cc3)nc12 (stereo unspecified)	1	-3%	-5.2%	i	9.0	-2%	3%	-0.1%	15	14	5%
COc1ccc(/C=N/NC(=O)C(=O)/C=C2\NC3(CCCC3)Cc3ccccc32)cc1	1.1	8%	-2.5%	i	0.8	7%	-2%	u	48	9	14%
CCn1c(SCc2nnc(-c3ccccc3)o2)nc2c1c(=O)n(C)c(=O)n2C	1	1%	-0.3%	x	x	2%	x	x	x	x	4%
